CHT block: inhibits the human high affinity choline transporter; Q9GZV3; CHT-expressing cells, membrane potential dye, choline response; stronger effect = lower value; B-score at 10 µM; 0.86% of 310,000 active; AID 488975;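 active = B-score over 3 SD under the library average, and starting fluorescence ratio not unusually high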;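 note: choline stimulus applied at its EC90 after an EC20 pre-addition; B-score computed on integrated fluorescence ratio after choline addition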
Target sequence (Q9GZV3 whole entry, looked up): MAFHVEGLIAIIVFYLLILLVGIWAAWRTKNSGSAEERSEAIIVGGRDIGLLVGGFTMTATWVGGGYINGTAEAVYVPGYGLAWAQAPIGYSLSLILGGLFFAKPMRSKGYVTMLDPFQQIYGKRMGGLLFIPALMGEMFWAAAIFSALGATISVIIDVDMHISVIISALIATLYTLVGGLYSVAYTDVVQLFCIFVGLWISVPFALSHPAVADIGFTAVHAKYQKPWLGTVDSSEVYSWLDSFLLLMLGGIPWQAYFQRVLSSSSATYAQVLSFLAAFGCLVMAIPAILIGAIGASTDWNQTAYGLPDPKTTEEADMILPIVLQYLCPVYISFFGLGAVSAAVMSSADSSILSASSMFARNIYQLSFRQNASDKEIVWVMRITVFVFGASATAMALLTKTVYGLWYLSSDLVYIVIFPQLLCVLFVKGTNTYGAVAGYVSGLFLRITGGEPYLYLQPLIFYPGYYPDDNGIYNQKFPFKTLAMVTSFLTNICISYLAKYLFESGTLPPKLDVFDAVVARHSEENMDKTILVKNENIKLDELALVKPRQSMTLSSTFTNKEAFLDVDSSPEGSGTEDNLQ
CHT PAM: allosterically activates the human high affinity choline transporter. Q9GZV3. CHT-expressing cells, membrane potential dye, choline EC20; stronger effect = higher value; LV-AA mutant CHT in HEK293 cells. AID 488977. 0.49% of 310,000 active. B-score at 10 µM;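 active = initial fluorescence not abnormally high and integrated response B-score, plate-corrected, over 3 SD above library mean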
Starred values were filed as active, the others as inactive; i = inactive.

Every second line gives: CHT block | CHT PAM
COC(=O)c1c(C)n(-c2ccc(OC)cc2)c2ccc(O)cc12
 : i | i
O=C(CCN1CCN(c2ccccc2F)CC1)c1ccc(Br)cc1
 : i | i
CCOC(=O)c1nc(N)sc1C(=O)OCC
 : i | i
Cc1nc(-c2c(C(F)(F)F)noc2-c2ccc(O)cc2O)cs1
 : i | i
OC[C@H]1O[C@@H](n2cnc3c(NC4CCCC4)ncnc32)[C@H](O)[C@@H]1O
 : i | i
O=C(Cc1ccccc1)NCCC1=CCCCC1
 : i | i
CC1CN(C(=O)CCNS(=O)(=O)c2ccc(Br)cc2)CC(C)O1 (stereo unspecified)
 : i | i
COc1ccc(S(=O)(=O)N2CCOC2CNC(=O)C(=O)NCc2ccccn2)cc1 (stereo unspecified)
 : i | i
COc1ccccc1S(=O)(=O)Cc1ccc(C(=O)N2CCCC2)o1
 : i | i
CC1CCCN(c2ccc(C(=O)Nc3nnc(C4CC4)s3)cc2[N+](=O)[O-])C1 (stereo unspecified)
 : i | i
Cc1cccc(NC2SC(=O)N(c3ccccc3)C2=O)c1 (stereo unspecified)
 : i | i
CC1Cc2ccccc2N1C(=O)Cn1cnc2ccccc2c1=O (stereo unspecified)
 : i | i
COc1ccc(C2CC(c3ccccc3)=NN2C(=O)c2ccc(F)cc2)cc1 (stereo unspecified)
 : i | i
COC(=O)c1ccc(NC(=O)C[n+]2ccccc2)cc1
 : i | i
CC1CCC(NC(=S)NCCN(C)C)CC1 (stereo unspecified)
 : i | i
COc1ccc(-c2cncnc2-c2ccc(OC)cc2O)cc1
 : i | i
CC(C)CN1CCC(=O)N([C@H](CO)c2ccccc2)CC1
 : i | i
Nc1ccc(-c2nc3ccc(N)cc3[nH]2)cc1
 : i | i
Fc1ccc(C2CC(c3ccccc3)Nc3ncnn32)cc1 (stereo unspecified)
 : i | i
COC(=O)C(CC(C)C)NC(=O)CNC(=O)c1ccccc1C (stereo unspecified)
 : i | i
COc1ccc(N2CCN(Cc3cc(=O)oc4cc(C)c(Cl)c(C)c34)CC2)cc1
 : i | i
COCCCNC(=O)c1cc(-c2cccnc2)nc2ccccc12
 : i | i
COc1cccc(C(c2ccccc2)N2C3CCC2CN(S(=O)(=O)c2ccc(F)cc2)CC3)c1 (stereo unspecified)
 : i | i
CCN(CC)C(=O)CCCSc1nnc(Nc2ccccc2F)s1
 : i | i
Cc1nc2nc(C)c(CCC(=O)N3CCN(c4ccccc4)CC3)c(C)n2n1
 : i | i
CSc1ccc(C#N)cc1NC(=O)c1cccnc1Cl
 : i | i
Cc1ccc2c(c1)N(CC(=O)N1CCCC1)C(=O)c1cccnc1O2
 : i | i
CCn1c(SCC(=O)N2CCCCCC2)nc2ccccc2c1=O
 : i | i
CC1=C(C(=O)Nc2ccccc2)C(c2ccc3c(c2)OCO3)C2=C(CCCC2=O)N1 (stereo unspecified)
 : i | i
O=C(O)CSCc1nc2ccccc2[nH]1
 : i | i
CC1=C/C(=N\Nc2ccccc2[N+](=O)[O-])CC(C)(C)C1
 : i | i
O=C(COc1ccccc1)N1CCN(c2nnc(-c3ccccc3)c3ccccc23)CC1
 : -5.2* | i
COC(=O)c1ccc2nc(-c3ccc(S(C)(=O)=O)cc3)cn2c1
 : i | i
CCOC(=O)c1cccc(NC(=O)c2cc(C)nn2-c2ccccc2)c1
 : i | i
O=C(NCc1nc2ccccc2[nH]1)C1=C[C@H](c2ccccc2)C[C@H](OCCCCO)O1
 : i | i
COC(=O)c1ccccc1OCC(=O)N1CCN(c2ccc(F)cc2)CC1
 : i | i
Cc1ccc(-c2nnc(CSc3nncn3N)o2)cc1
 : i | i
COC(=O)c1cccnc1NC(=S)NC(C)C
 : i | i
O=C(Nc1ccc2ccccc2c1)c1onc2c1CCCC2
 : i | i
CCN(CC(=O)Nc1c(F)cccc1F)C(=O)c1ccc(C(=O)c2ccccc2)cc1
 : i | i
Cc1ccc(-c2noc(-c3ccoc3C)n2)cc1
 : i | i
COc1ccccc1N=NC1C(=O)N(C(N)=S)N=C1C (stereo unspecified)
 : i | i
COc1ccccc1-c1nn2c(-c3ccco3)nnc2s1
 : i | i
O=C(COC(=O)c1cc[n+]([O-])cc1)Nc1ccc2c(c1)OCCO2
 : i | i
COc1ccc(Cn2c(SCC(=O)NCc3ccco3)nc3ccsc3c2=O)cc1
 : i | i

Of the compounds above, two contain two or more sulfur atoms.
Every second line gives: CHT block | CHT PAM
CCN(CC)C(=O)CCCSc1nnc(Nc2ccccc2F)s1
 : i | i
COc1ccc(Cn2c(SCC(=O)NCc3ccco3)nc3ccsc3c2=O)cc1
 : i | i

Additional compounds.
Every second line gives: CHT block | CHT PAM
CCOc1ccccc1NC(=O)c1sc2ncn(CC(=O)N3CCOCC3)c(=O)c2c1C
 : i | i
Cc1cc(CSc2ccccc2)ccc1NC(=O)c1cccc([N+](=O)[O-])c1
 : i | i
CC(C)CN1CCC(Oc2cccc(C(=O)NCCc3ccccc3)c2)CC1
 : -12* | i
COc1ccc(N2C(=O)CCC(C(=O)N3CCCCCC3)C2c2ccc(OC)c(OC)c2)cc1 (stereo unspecified)
 : i | i
O=C(CSCc1ccc([N+](=O)[O-])cc1)NCCSCc1ccccc1
 : i | i
O=[N+]([O-])c1ccc(Sc2n[nH]c(-c3ccco3)n2)nc1
 : i | i
COc1ccc(N2CC(C(=O)NC3CCCCC3)CC2=O)cc1 (stereo unspecified)
 : i | i
CC(=O)c1cccc(NS(=O)(=O)c2ccc3c(c2)oc(=O)n3C)c1
 : i | i
Cc1ccc(NC(=O)c2sc(Cl)nc2C)c(C)c1
 : i | i
CCc1c(O)nc(SCC(N)=O)n(-c2ccccc2F)c1=O
 : i | i
Cn1c(CNC(=O)c2ccc(Cl)cc2)nnc1SCC(=O)NC1=NCCS1
 : i | i
Cc1ccc(SCC(=O)Nc2ccccc2C(=O)O)cc1
 : i | i
O=C(Nc1ccccc1C(=O)N/N=C/c1ccccc1)c1ccco1
 : i | i
CCOC(=O)C1=C(C)OC(N)=C(C#N)C1c1ccsc1 (stereo unspecified)
 : i | i
O=C(C(=O)N1CCCCCC1)c1c[nH]c2ccccc12
 : i | i
CCN(CC(=O)Nc1cccc(OC)c1)C(=O)c1cnc(Cl)c(Cl)c1
 : i | i
O=C(O)CCC(=O)NNC(=O)CCC1CCCCC1
 : i | i
CCOc1ccc(NS(=O)(=O)c2cc(OC)ccc2OC)cc1
 : i | i
COc1ccc(N2CCN(C(=O)c3ccc4c(c3)[nH]c(=S)n3c5ccccc5nc43)CC2)cc1
 : i | i
CCOC(=O)N1CCc2c(sc(NC(=O)CN(CC)CC)c2C#N)C1
 : i | i
Cc1ccc(NC(=O)CSc2nc3c([nH]c4ccccc43)c(=O)n2C)cc1
 : i | i
C/C(=N\OCC(=O)Nn1c(=O)[nH]c2ccccc2c1=O)c1cccs1
 : i | i
CCCCCN(C(=O)CCC(=O)OCCOc1cccc(C)c1)c1c(N)n(CCCC)c(=O)[nH]c1=O
 : i | i
OCC1CCCCN1C(=S)Nc1ccc(Cl)cc1Cl (stereo unspecified)
 : i | i
COc1ccc(CN(CC(=O)NC(C)C)C(=O)CCC(=O)Nc2nccs2)cc1
 : i | i
O=C(Nc1cccc(O)c1)c1noc2c1CCc1ccccc1-2
 : i | i
Cc1ccc2c(CSc3nnc(C4CC4)n3N)cc(=O)oc2c1
 : i | i
Nc1nnc(-c2cccc([N+](=O)[O-])c2)o1
 : i | i
Cc1oc(-c2cccc(Cl)c2)nc1CS(=O)(=O)CC(=O)NCCCN1CCOCC1
 : i | i
Cc1ccc(N/C=C/C(=O)c2ccc(C)cc2)cc1
 : i | i
CCOC(=O)C1CCCN(C(=O)/C(=C/c2ccco2)NC(=O)c2ccccc2)C1 (stereo unspecified)
 : i | i
CC(C)c1nn2c(=O)cc(COc3cccc(NC(=O)c4ccco4)c3)nc2s1
 : i | i
Clc1ccc2nc(-c3ccccc3)c(CN3CCOCC3)n2c1
 : i | i
Cc1ccc(C(=O)Nc2cc([N+](=O)[O-])ccc2F)s1
 : i | i
Cc1c(C)c(C)c(C(=O)C2CCN(c3ccc([N+](=O)[O-])cn3)CC2)c(C)c1C
 : i | i
COc1ccc(CN2CCC(C(=O)NCCc3ccc(OC)c(OC)c3)CC2)c(OC)c1
 : i | i
O=C(O)CC1(CC(=O)Nc2ccc(C(F)(F)F)cc2)CCCC1
 : i | i
CNC(=S)N/N=C/c1ccc(-c2cc([N+](=O)[O-])ccc2Cl)o1
 : i | i
CCNc1nc(NCC)n2c(SCC(=O)Nc3ccc(CC)cc3)nnc2n1
 : i | i
Cc1ccc2[nH]c3c(=O)n(CC(=O)N4CC(C)CC(C)C4)ncc3c2c1 (stereo unspecified)
 : i | i
COCCNC(=O)CSc1nnc(-c2ccc(C)cc2)c(-c2ccc(C)cc2)n1
 : i | i
Cc1c(Cl)cnc(NC(=O)COC(=O)Cc2coc3ccc4ccccc4c23)c1Cl
 : i | i
CCOc1ccc2nc(NC(=S)NCc3ccccc3)sc2c1
 : i | i
CCOc1ccc(NC(=O)c2ccccc2OCC(=O)c2ccccc2)cc1
 : i | i
O=S(=O)(Nc1ccc(-c2nc3cccnc3s2)cc1)c1cccs1
 : i | i
Cc1ccc(OCC(O)CN2C(=O)NC(C)(C)C2=O)c(C)c1 (stereo unspecified)
 : i | i
O=C(NCCc1ccccc1)C1CCN(S(=O)(=O)N2CCOCC2)CC1
 : i | i
CN(CC(=O)NCc1cccs1)S(=O)(=O)c1cccc2cccnc12
 : i | i
CCC(C)(C)N=C(NC#N)Nc1cccnc1
 : i | i
CN(C)Cc1c(C(=O)N/N=C/c2cccc3ccccc23)nnn1-c1nonc1N
 : i | i
Nc1ccccc1SC1CC(=O)N(c2ccc3c(c2)OCO3)C1=O (stereo unspecified)
 : i | i
CC(NC(=O)c1ccc(C23CC4CC(CC(C4)C2)C3)cc1)C(=O)O (stereo unspecified)
 : i | i
Cc1cc(C)c(C)c(OCCN2CCOCC2)c1
 : i | i
Cc1cc(Cl)c(S(=O)(=O)Nc2ccc3c(c2)OCO3)cc1OCC(N)=O
 : i | i
Cc1ccc2oc(C(=O)NCC3CCOCC3)c(C)c2c1
 : i | i
O=C(NCc1cccnc1)c1ccc([N+](=O)[O-])o1
 : i | i
Cc1cc(/C=C2/C(=N)N3C(=NC2=O)SN=C3S(C)(=O)=O)c(C)n1-c1ccccc1F
 : i | 7.6*
O=C(Nc1ccc(Cl)cc1)c1ccc2c(c1)OCO2
 : i | i
O=C(NC(=S)Nc1cccc(NC(=S)NC(=O)c2ccco2)n1)c1ccco1
 : i | i
COc1cc(C(=O)NCC(=O)OCC(=O)c2ccc[nH]2)cc(OC)c1OC
 : i | i

Ordered by molecular weight (ascending): part of the list above.
Every second line gives: CHT block | CHT PAM
CN(CC(=O)NCc1cccs1)S(=O)(=O)c1cccc2cccnc12
 : i | i
COc1cc(C(=O)NCC(=O)OCC(=O)c2ccc[nH]2)cc(OC)c1OC
 : i | i
O=C(NCCc1ccccc1)C1CCN(S(=O)(=O)N2CCOCC2)CC1
 : i | i
Cc1cc(/C=C2/C(=N)N3C(=NC2=O)SN=C3S(C)(=O)=O)c(C)n1-c1ccccc1F
 : i | 7.6*

(next part)
Every second line gives: CHT block | CHT PAM
CCC(C)[C@H](Nc1nc(-c2ccccc2)nc2c1oc1ccccc12)C(=O)O (stereo partly specified)
 : i | i
CC1CC2(CC(C)(C(=O)CSc3nc4ccccc4s3)OC2=O)C(=O)O1 (stereo unspecified)
 : i | i
CCOc1ccccc1C(=O)N(CN1CCCC1=O)c1ccc(C)c(Cl)c1
 : i | i
Cc1ccccc1NC(=O)c1sc2nc(N3CCOCC3)c3c(c2c1N)CCCC3
 : i | i
O=C(c1ccccc1)c1c[nH]c(C(=O)NNc2cccc(Cl)n2)c1
 : i | i
Cc1cc(OCC(=O)NCCCN2CCCC2=O)c2c(C)cc(=O)oc2c1
 : i | i
COc1ccc(CCNC(=O)CN(C)S(=O)(=O)c2ccc3nc(C)sc3c2)cc1OC
 : i | i
CCCCCC1(C(=O)OCC)CC(CSC(=N)N)OC1=O (stereo unspecified)
 : i | i
CCCNC(=O)COC(=O)c1ccc(-c2ccccc2)cc1
 : i | i
NC(=O)NC(=O)CSc1nc(-c2ccccc2)c(-c2ccccc2)n1CC1CCCO1 (stereo unspecified)
 : i | i
CC(=O)c1ccc(-n2cc(-c3ccc(C(C)(C)C)cc3)[n+]3c2SCCC3)cc1
 : i | 7*
COc1ccc(N2CC(C(=O)NCc3nnnn3-c3ccc(C)c(C)c3)CC2=O)cc1 (stereo unspecified)
 : i | i
Cc1ccccc1CC1(CO)CCCN(C(=O)c2cc(Cl)ccc2F)C1 (stereo unspecified)
 : i | i
CC(OC(=O)CN1C(=O)c2ccccc2C1=O)C(=O)NCc1ccccc1 (stereo unspecified)
 : i | i
CCCCOc1ccc(C(=O)OC(C)CN(C)C)cc1 (stereo unspecified)
 : i | i
CC(NO)C(C)(C)NO (stereo unspecified)
 : i | i
Cc1nc(C)c(C(=O)O)c(-c2ccsc2)c1C(=O)O
 : i | i
CCc1ccccc1NC(=O)CN(C)C(=O)CN1C(=O)NC2(CCCCCC2)C1=O
 : i | i
COCCSc1ccccc1C(=O)N1CCc2ccccc2C1
 : i | i
O=C(CSc1nnc(-c2ccncc2)n1CC1CCCO1)Nc1nccs1 (stereo unspecified)
 : i | i
CCNc1ccc(S(=O)(=O)N(C)C)cc1[N+](=O)[O-]
 : i | i
O=C(N/N=C/c1ccccn1)c1ccco1
 : i | i
O=C(COc1ccc(/C=N/NC(=O)c2ccncc2)cc1)Nc1ccc([N+](=O)[O-])cc1
 : i | i
CC(C)Cn1c2c(c(O)c(C(=O)Nc3ncccc3O)c1=O)CCCC2
 : i | i

Profiles from above. Order of screens: CHT block | CHT PAM
`Cc1nc(C)c(C(=O)O)c(-c2ccsc2)c1C(=O)O` in the list: i | i
`CCc1ccccc1NC(=O)CN(C)C(=O)CN1C(=O)NC2(CCCCCC2)C1=O` in the list: i | i
`COCCSc1ccccc1C(=O)N1CCc2ccccc2C1` in the list: i | i
